# core dimer inh: blocks dimerization of HCV core protein; TR-FRET GST/Flag-core106 dimerization, 1536-well; inhibition, % at 5 µM; hit rate 0.33% among 300,000; AID 1899;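 active = inhibition above the mean of all tested compounds plus 3 SD, set per screening campaign, cut at about 45% in these data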
#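 test system = GST/Flag-tagged HCV core106 proteins | probe or stimulus = Eu donor and XL665 acceptor anti-tag antibodies | times = compound-protein-antibody incubation 4 h at 22.5 °C | signal = TR-FRET, excitation 340 nm, emission 617 and 671 nm | measure = percent inhibition of core106 dimerization signal | controls = wells lacking GST-core106 and wells with excess unlabelled core106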
# CTSL1 counter: counter-screen for PFM18AAP inhibitors: inhibitors of F. hepatica cathepsin L1 | inhibition, % at 5.96 µM | AID 1906 | hit rate 0.49% among 300,000 | recombinant F. hepatica cathepsin L1, Z-Leu-Arg-MCA fluorescence;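 active = inhibition above the mean of all tested compounds plus 3 SD, set per screening campaign, cut at about 17% in these data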;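 note: 0% = plate median of test compound wells and 100% = 1 µM Z-Phe-Ala-diazomethylketone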
# PP5 inh: inhibitors of human protein phosphatase 5 (PP5). purified PP5c, OMFP substrate fluorescence. hit rate 0.18% among 320,000. P53041. inhibition, % at 6.7 µM;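 active = inhibition above the campaign's mean inhibition across all tested compounds plus 3 SD, cut at about 9.5% in these data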;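 note: 0% = DMSO only and 100% = 100 µM cantharidin control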
# Efflux pump mplx: blocks antifungal efflux pumps in multiplex yeast assay | hit rate 0.44% among 330,000 | inhibition, % at 10 µM | S. cerevisiae Candida pump triplex, Nile Red efflux;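 active = plate passing quality check with inhibition over a set limit, or well fluorescence over plate mean plus 4 SD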;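 note: Nile Red retained in pooled yeast measured as flow cytometry median fluorescence; 0% = buffer negative control and 100% = Enniatin B positive control; higher means more Nile Red kept so more efflux inhibition; some compounds called inactive have numbers as strong as hits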
# procasp7 counter: counter-screen: procaspase-7 (human) activation; hit rate 0.093% among 330,000; recombinant procaspase-7, Ac-DEVD-pNA absorbance 405 nm; D23A/D198A/D206A triple mutant, cannot self-cleave; scale: DMSO 0, 5 µM enzyme 100; activation, % at 8.5 µM;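 active = percent activation above the screen-wide mean plus 3 SD, cut at about 25% in these data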
#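 Detection: p-Nitroaniline absorbance at 405 nm, read at 0 and 120 min; system: Uncleavable procaspase-7 mutant enzyme; evaluation: % activation from two-timepoint absorbance difference, scaled to controls; times: 1 h enzyme–compound preincubation and 2 h substrate reaction, both 25 °C; buffer or medium: Zinc-free HEPES pH 7.4 with 300 mM NaCl, 0.01% Triton X-100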
# proCasp3 act: activates human procaspase-3; activation, % at 8.5 µM; hit rate 0.11% among 330,000; recombinant procaspase-3 D3A, Ac-DEVD-pNA absorbance 405 nm; P42574; AID 463141;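 active = activation above the mean of all tested compounds plus 3 SD, cut at about 21% in these data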;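 note: 0% = DMSO alone and 100% = DMSO wells spiked with extra 5 µM PC-3 D3A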
# Target sequence (P42574 whole entry D9A/D28A/D175A): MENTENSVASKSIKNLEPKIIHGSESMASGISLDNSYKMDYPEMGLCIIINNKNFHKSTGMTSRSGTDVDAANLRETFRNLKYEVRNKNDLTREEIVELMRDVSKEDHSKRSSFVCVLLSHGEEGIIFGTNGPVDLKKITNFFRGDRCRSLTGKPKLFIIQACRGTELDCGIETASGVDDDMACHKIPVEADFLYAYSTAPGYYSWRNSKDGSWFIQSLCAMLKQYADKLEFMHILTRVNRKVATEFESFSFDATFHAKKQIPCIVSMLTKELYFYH
#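 Assay system – Procaspase-3 D3A mutant · Benchmarks – DMSO low control, extra-enzyme high control · Technique – 405 nm absorbance of p-nitroaniline, reads at 0 and 120 min · Doses – 8.5 µM nominal · Measure – % activation between DMSO and enzyme-spiked controls · Also added – Ac-DEVD-pNA chromogenic peptide substrate · Schedule – 1 h compound preincubation, 2 h substrate hydrolysis at 25 °C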
# PP1 inh: counter-screen for PP5 inhibitors: inhibitors of human PP1-alpha. purified PP1alpha, OMFP fluorescence. inhibition, % at 6.7 µM. hit rate 0.9% among 320,000. AID 2235;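 active = inhibition above the mean inhibition of all tested compounds plus 3 SD, computed separately for each screening campaign, cut at about 15% in these data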
# Target sequence (P62136 whole entry, looked up): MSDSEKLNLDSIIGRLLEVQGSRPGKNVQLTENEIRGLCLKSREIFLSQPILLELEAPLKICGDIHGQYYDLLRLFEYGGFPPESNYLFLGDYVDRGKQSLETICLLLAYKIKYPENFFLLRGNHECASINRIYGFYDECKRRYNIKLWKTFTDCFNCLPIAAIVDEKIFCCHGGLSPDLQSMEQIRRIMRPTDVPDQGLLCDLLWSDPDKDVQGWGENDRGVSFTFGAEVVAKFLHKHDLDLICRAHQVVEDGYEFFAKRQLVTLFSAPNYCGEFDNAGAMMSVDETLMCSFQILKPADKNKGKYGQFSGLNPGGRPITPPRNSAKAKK
# JMJD2C inh: inhibitors of human GASC-1 (JMJD2C) demethylase; AID 2099; Q9H3R0; inhibition, % at 2.35 µM; hit rate 0.069% among 330,000; GST-JMJD2C(1-420) H3K9me3 demethylation, DELFIA europium;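 active = more than half of a compound's replicate wells show inhibition beyond 50%, single wells judged on their own value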;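 note: signal counts dimethyl H3K9 product captured on neutravidin plate; 0% = median of DMSO wells and 100% = 0.3 times that DMSO median; strong numbers were not always called active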
# Target sequence (Q9H3R0 1-420 limits assumed): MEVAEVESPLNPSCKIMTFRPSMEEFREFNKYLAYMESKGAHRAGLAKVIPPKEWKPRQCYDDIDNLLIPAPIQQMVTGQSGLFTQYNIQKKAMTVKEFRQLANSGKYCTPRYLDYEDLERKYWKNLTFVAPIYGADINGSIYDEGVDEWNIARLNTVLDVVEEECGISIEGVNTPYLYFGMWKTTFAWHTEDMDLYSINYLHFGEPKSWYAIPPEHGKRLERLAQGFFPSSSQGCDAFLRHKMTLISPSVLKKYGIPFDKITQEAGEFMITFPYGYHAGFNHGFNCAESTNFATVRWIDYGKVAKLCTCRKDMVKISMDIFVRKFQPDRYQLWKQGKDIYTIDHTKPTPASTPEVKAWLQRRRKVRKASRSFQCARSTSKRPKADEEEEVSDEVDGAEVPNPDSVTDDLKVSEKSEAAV
# TPT1 inhibitor: blocks Candida albicans tRNA 2'-phosphotransferase. hit rate 0.81% among 300,000. recombinant caTPT1, FP RNA substrate dephosphorylation. inhibition, % at 5 µM;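 active = inhibition above the mean of all tested compounds plus 3 SD, set per screening campaign, cut at about 24% in these data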;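 note: plate controls were DMSO alone for no effect and ferristatin control at 100 nM for full effect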
# * marks the source's active call; other numbers are inactive results; / = not tested or not shown. This is a random part of the collection; 2.9% or so of the library scored in one or more.
SMILES,core dimer inh,CTSL1 counter,PP5 inh,Efflux pump mplx,procasp7 counter,proCasp3 act,PP1 inh,JMJD2C inh,TPT1 inhibitor
CCOC(=O)N1CCN(CCC(=O)Nc2ccc(Br)c(C)c2)CC1,-2,2,0.9,-0.1,1,-1,2,3,-3
CC(=O)c1ccc(OCCCC(=O)N(CCC2=CCCCC2)c2c(N)n(Cc3ccccc3)c(=O)[nH]c2=O)cc1,6,0,-3.0,0.0,-4,-6,-6,-5,1
NC(=O)c1cc([N+](=O)[O-])ccc1NCc1cccc2ccccc12,15,3,5.5,0.1,-12,-13,5,-12,-2
Cc1ccc(C)c(N/C(N)=N/c2nc(C)cc(C)n2)c1,-8,0,1.8,0.1,9,3,-1,-3,1
COc1ccccc1-n1cnnc1SCC(=O)c1cc(C)n(Cc2cccs2)c1C,5,7,4.2,0.1,2,1,-9,10,4
CC1CCC(NC(=O)c2cc(C3CC3)nn2-c2ccccc2)CC1 (stereo unspecified),/,/,1.6,-0.1,6,0,3,/,/
O=C(COC(=O)c1ccc(Br)o1)c1ccc(S(=O)(=O)N2CCCCC2)cc1,/,/,0.8,0.0,-3,2,-1,-4,/
CCOc1ccc(NC(=O)Nc2ccc3c(c2)CCC3)cc1,3,0,1.3,0.0,-1,-7,-1,-2,1
COc1ccc(OCCCC(=O)NC(C)c2ccccc2)cc1 (stereo unspecified),-4,0,0.1,-0.2,2,1,-1,-33,3
COc1cccc(/C=N/NC(=O)c2ccccc2NC(=O)c2ccco2)c1OC,-6,-2,4.7,-0.1,-2,-8,-3,5,-2
COc1ccc(NC(=O)CN(c2cccc(C(F)(F)F)c2)S(C)(=O)=O)cc1OC,2,-3,2.3,0.0,8,3,0,4,1
CCCCn1nc(NC(=O)CC)c2cc3cc(OC)ccc3nc21,-10,0,-1.1,0.0,2,-6,1,-4,-3
Cn1c(CCN2CCOCC2)nc2cc(NC(=O)COc3ccc([N+](=O)[O-])cc3)ccc21,-11,1,-0.9,0.7,-4,2,7,2,1
COc1ccccc1-c1cc(C(=O)NCc2ccco2)no1,-2,-3,3.2,-0.1,2,-6,0,0,-4
CCc1cccc(NC(=O)CSC2=NS(=O)(=O)c3ccccc32)c1,24,3,-2.0,0.0,-6,-9,-1,-11,-1
CC(=O)NCCc1nc2cc(NC(=O)COc3cccc(C)c3)ccc2n1C,9,-2,2.3,0.0,-2,2,-1,10,2
COc1ccc(/C=C2\SC(=O)N(CCC(=O)N3CCCCC3CCO)C2=O)cc1 (stereo unspecified),3,2,-1.6,-0.1,5,-4,2,10,-2
CCOC(=O)Cc1csc(/N=C/c2c(O)n(-c3ccccc3C(F)(F)F)c(=O)c3ccccc23)n1,5,-1,2.8,-0.1,-5,0,0,7,17
Cc1cc(F)ccc1S(=O)(=O)Nc1ccccc1C(=O)Nc1ccccc1-c1nc2ccccc2[nH]1,3,-1,3.0,-0.3,-2,5,-2,-2,1
CCN1C(=O)[C@@H]2[C@H](C1=O)[C@@H]1C(=O)Nc3ccccc3C(=O)N1[C@@H]2c1cccc(C)c1,-3,-1,2.9,-0.1,2,-3,-1,1,-1
Fc1ccccc1NC(=S)N(CCN1CCCCCC1)Cc1cccs1,3,-2,1.2,0.1,2,-2,-1,-3,2
COc1ccccc1OCCOCCn1cnc2ccccc2c1=O,-12,1,-0.2,-0.2,-3,2,-7,38,-2
CCN1CCSc2ccc(C(=O)NCc3ccc(OC(C)C)cc3)cc21,0,0,5.3,0.3,-10,11,2,60,-1
CCN(Cc1nc(-c2ccc(OC)c(OC)c2)no1)C(=O)c1ccc2c(c1)OCO2,-8,-1,2.1,0.1,0,4,1,10,3
O=C(c1ccc(S(=O)(=O)c2ccccc2)cc1)N1CCCCCC1,11,2,0.5,-0.8,7,2,-5,-7,-4
CCOc1ccc(NS(=O)(=O)c2ccc(C(=O)N3CCCC3)cc2)cc1,0,2,0.2,0.4,0,8,-3,5,2
COCCn1c(Cc2ccccc2)nnc1SCC(=O)N(C)C,-9,1,1.2,-0.2,11,5,1,3,-2
C[C@H]1CN([C@@H](C)CO)C(=O)Cc2cc(NC(=O)CCC(F)(F)F)ccc2O[C@H]1CN(C)C(=O)Nc1ccc(F)cc1,/,/,/,0.8,11,10,/,-25,/
C=CCN=C(CC)C1=C(O)CCCC1=O,-3,0,3.1,0.2,11,-1,-7,2,-5
CCn1c(=N)c(C(=O)NCCCOC)cc2c(=O)n3cccc(C)c3nc21,-5,6,0.4,-0.1,-16,-14,-1,/,1
Cc1ccc2c(c1)N(S(=O)(=O)c1ccc(CN3C(=O)c4cccnc4C3=O)s1)CCO2,-41,-1,1.6,-0.2,-14,-4,4,-21,-1
COc1ccc(S(=O)(=O)N2CCCC(C(=O)NCCc3ccccc3)C2)cc1 (stereo unspecified),-2,0,0.5,0.1,7,-17,0,-1,-1
CN1CCN(NC(=O)/C=C/c2ccc(C(C)(C)C)cc2)CC1,-12,-11,2.8,0.1,11,-10,3,1,0
CCN(C(=O)CN1CCN(c2ccccc2F)CC1)c1c(N)n(Cc2ccccc2)c(=O)[nH]c1=O,-4,-2,-0.9,-0.1,20,-2,0,-16,0
Cc1ccc(NC(=O)c2nc[nH]c2C(=O)NCCCCNC(=O)c2[nH]cnc2C(=O)Nc2ccc(C)cc2)cc1,/,/,/,0.0,4,-1,/,-8,/
C=CCC1(O)C(=O)Nc2ccccc21 (stereo unspecified),-13,0,-0.8,-0.1,11,3,-2,4,-2
O=C(c1ccccn1)C1CCCN(Cc2nc(Cc3cccc(F)c3)no2)C1 (stereo unspecified),0,1,-1.2,0.1,7,-4,-6,15,0
N#Cc1ccc(C(=O)N2CCN(c3ncccn3)CC2)cc1,4,2,3.0,0.0,4,6,-1,-8,-2
Cc1ccc(COc2ccc(-c3nnco3)cc2)cc1,-5,-7,0.9,0.2,-4,5,1,0,4
COc1ccc(C2CCCN2C(=S)Nc2c(C)cccc2C)cc1OC (stereo unspecified),-6,-2,0.2,-0.1,-6,4,2,10,0
CC(=O)Nc1ccc(C2=NN(c3ccccc3)C(c3cccs3)C2)cc1 (stereo unspecified),-8,5,-0.1,0.0,126*,157*,-3,2,0
Cc1nn(C)c(C)c1NC(=O)CSc1nc(C2CC2)nc2c1cnn2-c1ccccc1,-1,0,4.2,0.0,-3,2,-4,9,-2
CCOC(=O)C1(Cc2cccc(OC)c2)CCCN(C(=O)c2ccc(OC)o2)C1 (stereo unspecified),9,-2,0.8,0.0,0,8,-1,2,-4
COc1ccc(Cl)cc1S(=O)(=O)N1CCC(O)(c2ccc(Cl)cc2)CC1,1,-3,0.1,0.0,5,-19,0,-8,4
O=C(CC1C(=O)NCCN1Cc1ccc(-c2ccccc2)cc1)NCCc1ccccn1 (stereo unspecified),-2,4,-1.2,0.0,6,0,1,22,0
Cc1cc(C(=O)CN2C(=O)NC(C)(CC(C)C)C2=O)c(C)n1-c1ccc2c(c1)OCO2 (stereo unspecified),18,0,-9.5,0.6,-32,-23,2,-11,4
Cc1ccc(S(=O)(=O)CC(=O)Nc2c(C)n(C)n(-c3ccccc3)c2=O)cc1,-3,-2,-1.0,0.0,0,9,-2,-4,-2
CN(C)c1ccc(/C=C/C=C2/SC(=S)N(c3ccccc3)C2=O)cc1,44,2,3.1,2.4*,5,-9,5,7,104*
O=C(NNC(=S)Nc1cccc(Cl)c1)c1ccccc1,-2,-1,3.7,0.2,-8,2,-1,4,0
Cc1ccccc1NC(=O)c1cc(N)ccc1N1CCCCC1,1,4,4.0,-0.1,8,-3,-2,0,0

# (further entries)
SMILES,core dimer inh,CTSL1 counter,PP5 inh,Efflux pump mplx,procasp7 counter,proCasp3 act,PP1 inh,JMJD2C inh,TPT1 inhibitor
COCCOc1cc(N)c(Cl)cc1Cl,-1,0,0.2,0.2,3,-1,0,-1,3
CN(C)S(=O)(=O)Nc1ccc(NS(=O)(=O)N(C)C)c(S(=O)(=O)c2ccccc2)c1,-1,-7,1.7,0.7*,-11,-5,-6,-19,-2
N/C(=N\OC(=O)c1ccco1)c1ccc(Cl)cc1,-3,-13,3.1,0.0,-6,-11,1,-3,0
Cc1cccc(OCCC(=O)N(C)CC(=O)Nc2cccc3ccccc23)c1,3,-2,1.5,0.1,13,2,1,0,0
COc1ccccc1C/C(N)=N/O,4,-2,0.1,-0.2,-4,-13,-2,0,1
CCN(CC1CCCO1)C(=O)CCc1nnc(CCc2ccccc2OC)o1 (stereo unspecified),7,-1,-0.3,-0.6,10,-1,-2,-13,-4
O=C(CSc1ncn[nH]1)Nc1nc(-c2ccccc2)ns1,-2,-2,2.2,-0.1,-2,-3,-2,21,0
COc1ccc2nc(N3CCC(C)CC3)c(C#N)cc2c1,9,2,-4.2,0.4,-22,-21,0,3,-12
Cc1nc(Oc2ccc(S(=O)(=O)N3CCOCC3)cc2Cl)c2c3c(sc2n1)CCCC3,5,-2,3.9,0.7,-3,7,3,-6,1
COc1ccc(/C=C/c2ccncc2)cc1OC,-5,-4,0.8,0.0,-2,4,-1,-7,2
Cc1ccc(OCc2nnc(SC(C)C(=O)O)n2-c2ccccc2)cc1 (stereo unspecified),-2,1,1.8,0.4,-10,1,2,1,3
Cn1c(=O)c2c(nc(N3CCCCCC3)n2CC(=O)c2ccccc2)n(C)c1=O,-3,2,-0.9,0.0,2,-3,3,-6,-2
CN(C)S(=O)(=O)n1cc(/C=C(\NC(=O)c2ccccc2Cl)C(=O)N2CCOCC2)c2ccccc21,0,-1,0.7,0.7,4,-7,-1,3,-5
CN(C)S(=O)(=O)c1cccc(N=C2SCCN2Cc2ccccc2)c1,1,-1,2.8,0.0,-1,-2,-2,-6,3
CCC(=O)NCCc1nc2cc(NC(=O)c3ccccc3OC)ccc2n1C,-1,-2,-0.2,-0.1,6,6,-4,0,-4
COc1ccc2c(c1)CC/C2=N\OC(=O)c1cccc(C)c1,-5,-4,3.4,0.0,-4,1,2,-2,-1
COC(=O)Cc1ccc(NC(C)=O)cc1,/,/,-3.3,0.0,-5,2,-5,4,/
O=C(Cc1ccccc1)Nc1ccc(SC(F)F)cc1,0,-4,0.1,0.0,3,0,-1,7,-6
Cc1ccccc1Nc1nc(-c2sc(NC(=O)c3ccccc3)nc2C)cs1,24,-4,1.2,0.0,-5,-1,3,-6,1
Cc1nc2ccc(S(=O)(=O)N(C)CC(=O)N3CCc4ccccc4C3)cc2s1,3,-2,3.1,0.0,2,4,-4,9,0

# Random excerpt: two records from the list.
SMILES,core dimer inh,CTSL1 counter,PP5 inh,Efflux pump mplx,procasp7 counter,proCasp3 act,PP1 inh,JMJD2C inh,TPT1 inhibitor
O=C(Cc1ccccc1)Nc1ccc(SC(F)F)cc1,0,-4,0.1,0.0,3,0,-1,7,-6
Cc1ccc(OCc2nnc(SC(C)C(=O)O)n2-c2ccccc2)cc1 (stereo unspecified),-2,1,1.8,0.4,-10,1,2,1,3
